# RSV CPE inhibition: inhibition of RSV-induced cytopathic effect – HEp-2 cells, primary 10 µM value included (AID 2391) | HEp-2 cells, RSV-induced CPE inhibition; higher % means a stronger effect | one-dose CPE inhibition, % at 10 µM; IC50 in µM for titrated hits | 310,000 tested, 0.13% active; in the data active = a potency from the dose series; also: strong numbers were not always called active
# PhoP inhibition: PhoP-dependent GFP reporter repression – Salmonella Typhimurium, primary screen (AID 1863). inhibition, % at 50 µM; hits with a dose series show IC50 in µM. S. Typhimurium PhoP-regulated promoter GFP reporter, 4 h; higher % means a stronger effect. 300,000 tested, 0.16% active;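 active = inhibition over 29.93%, a cutoff 3 SD above the screen mean, later confirmed by dose response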;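 also: 0% = low Mg2+ inducing control and 100% = high Mg2+ repressing control; strong numbers were not always called active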
# Myeloid diff 2: myeloid differentiation induction; ER-HoxA9 myeloid progenitors, lysozyme-GFP differentiation, flow cytometry; calls only at 10 µM; 360,000 tested, 1% active; AID 624256;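 active = normalized GFP-positive differentiation at or above the plate's own cutoff, the solvent-only control mean plus 3 SD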;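 also: cells exposed to compound for four days before flow analysis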
# Large T inhibition: TAg ATPase/helicase activity blockers – biochemical (AID 1903); SV40 large T antigen ATPase/helicase inhibition assay; higher % means a stronger effect; inhibition, % at 20 µM, or IC50 in µM where a hit was titrated; 310,000 tested, 0.39% active; in the data active = a potency from the dose series; also: strong numbers were not always called active
# MgcRacGAP inhibition: MgcRacGAP GTPase-activating activity inhibitors, confirmation, biochemical, ADP Hunter fluorescence; MgcRacGAP-stimulated Rac1 GTP hydrolysis, ADP Hunter fluorescence; higher % means a stronger effect; GST-tagged Rac1 F28L mutant substrate; inhibition, % at 30 µM; hits with a dose series show IC50 in µM; 340,000 tested, 0.6% active; AID 624330;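 active = first-screen hits whose inhibition reached a set limit at any dose in the follow-up dose series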;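 also: fluorescence reports GDP produced by GAP-driven GTP hydrolysis; strong numbers were not always called active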
# bCat nuc transl: modulators of beta-catenin nuclear translocation; 190,000 tested, 0.3% active; HeLa beta-catenin nuclear translocation, immunofluorescence imaging; nuclear translocation activity, % at 5 µM;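 active = nuclear translocation activity above 50% at 5 µM, with a well cell count of 50 or more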;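 also: per-cell ratio of nuclear to cytoplasmic median beta-catenin stain intensity; plate controls were DMSO negative control for no effect and GSK-3 inhibitor IX positive control for full effect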
#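 Test system: HeLa cells, endogenous beta-catenin; Compound: single 5 µM dose plus 0.02–20 µM confirmation series; Times: compound exposure 24 h at 37°C; Signal: fluorescence imaging of beta-catenin antibody stain plus DAPI; Read-out: % activation, nuclear-to-cytoplasmic median beta-catenin signal ratio per cell.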
# West Nile virus CPE: West Nile virus antiviral activity, cell-based, CPE readout (AID 1621); 290,000 tested, 0.02% active; CPE inhibition, % at 10 µM; hits with a dose series show IC50 in µM; West Nile virus-infected cells, CPE inhibition; higher % means a stronger effect; in the data active = a potency from the dose series; also: strong numbers were not always called active
# T cell modulator: modulates CD8 T cell binding to vesicles. 330,000 tested, 0.068% active. AID 2052. 2C CD8+ T cell-vesicle binding, flow cytometry; stronger effect = lower value. calls only at 7 µM;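 active = response, share of CD8 T cells binding vesicles, and their 90th percentile fluorescence all below set limits, cut at about 80% in these data, passing the limit was not always enough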
#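 Read-out – percent CD8+ FL2 mean versus row control · System – murine 2C transgenic CD8+ T lymphocytes · Times – 1.5 h cell–vesicle binding at 37 °C, then 20 min icy labelling · Control set – naked vesicles low, QL9 vesicles with vehicle high · Detection – cytometric PE anti-B7-1 and Alexa647 anti-CD8 signals after 1% paraformaldehyde fixation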
# WT yeast gro inh: growth inhibition of WT yeast, mitochondrial fusion screen; inhibition, % at 10 µM; 190,000 tested, 2.1% active; mitochondrial fusion phenotypic screen, WT strain; AID 1362; in the data active = inhibition above about 58%; tested in S. cerevisiae
# WT yeast gro inh mutant strain: recorded beside WT yeast gro inh, whose call it bears; inhibition, %; mitochondrial fusion phenotypic screen, mutant strain inhibition
# bCat nuc transl cell count 5 µM: second read-out of bCat nuc transl, no call of its own (marks repeat the call); cell count; measured here: cell count, cytotoxicity flag
# T cell modulator vesicle-bound %: further read-out of T cell modulator, marked with its call; double positive events, %; measured here: CD8+ vesicle-bound cell fraction;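 binding gate set so that unloaded-vesicle control wells show 10% double positive cells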
# Myeloid diff 2 GFP+ MAC1+ %: second read-out of Myeloid diff 2, no call of its own (marks repeat the call); GFP+ MAC1+ double positive, %; measured here: differentiation confirmed by MAC1 staining
# Numbers without * were called inactive; i = inactive; · = not tested or not shown.
1	CN(CC(=O)Nc1ccc(F)cc1)CC(=O)N(C)C1(C#N)CCCCC1
2	COc1ccccc1OCCNC(=O)c1ccc(Br)cc1
3	O=C(Nc1ccccc1[N+](=O)[O-])c1cncc(Br)c1
4	CO/N=C/c1ccc(N2CCN(C(=O)c3ccc(F)cc3)CC2)c([N+](=O)[O-])c1
5	C/C(=C\c1ccccc1)C(=O)NCCN1CCOCC1
6	COc1cccc(C2/C(=C(/O)c3ccc(C)cc3)C(=O)C(=O)N2Cc2ccco2)c1 (centres undefined)

Screen / compound no.,1,2,3,4,5,6
RSV CPE inhibition,1.0%,-1.0%,-1.2%,22%,0.6%,-0.1%
PhoP inhibition,·,-7%,-3%,-7%,4%,-11%
Myeloid diff 2,i,i,i,i,i,i
Myeloid diff 2 GFP+ MAC1+ %,1.4,0.6,0.4,3.1,0.2,0.1
Large T inhibition,·,7%,6%,-1%,6%,12%
MgcRacGAP inhibition,4%,11%,14%,3%,4%,7%
bCat nuc transl,·,·,2.1,0.0,-2.9,0.4
bCat nuc transl cell count 5 µM,·,·,1060,1011,1023,1024
West Nile virus CPE,·,-0.7%,-0.5%,-1.0%,0.0%,-0.7%
T cell modulator,i,i,i,i,i,i
T cell modulator vesicle-bound %,5,10,48,30,56,20
WT yeast gro inh,·,·,14,7,5,-9
WT yeast gro inh mutant strain,·,·,4,25,7,13

7	O=C(COC(=O)/C=C/c1ccco1)Nc1ncc(Cl)cc1Cl
8	COc1ccc(CN2CCC(=O)N(CCO)CC2)cc1OC
9	Cc1cnc(NC(=O)CN2CCN(c3ccccc3F)CC2)s1
10	CCCn1c(=N)c(S(=O)(=O)c2ccc(F)cc2)cc2c(=O)n3cccc(C)c3nc21
11	CCn1c(NC(=O)c2ccccc2)nc2ccccc21
12	COC(=O)C1=C(C(=O)OC)[N+]2=C3N(C(=O)NC2(C)C)[C@H](CO)C[C@@]32c3ccccc3N(Cc3ccccc3)[C@@H]12

Screen / compound no.,7,8,9,10,11,12
RSV CPE inhibition,1.9%,2.3%,1.1%,1.5%,2.4%,-1.2%
PhoP inhibition,4%,6%,9%,6%,-11%,13%
Myeloid diff 2,i,i,i,i,i,i
Myeloid diff 2 GFP+ MAC1+ %,0.2,1.6,0.4,2.6,1.3,3.4
Large T inhibition,10%,9%,12%,-5%,-1%,16%
MgcRacGAP inhibition,5%,8%,150µM*,6%,·,-20%
bCat nuc transl,0.5,·,-1.3,·,2.9,·
bCat nuc transl cell count 5 µM,603,·,1199,·,1246,·
West Nile virus CPE,0.1%,0.3%,0.2%,1.6%,-0.4%,0.4%
T cell modulator,i,i,i,i,i,i
T cell modulator vesicle-bound %,19,45,54,47,26,6
WT yeast gro inh,-9,·,-9,·,·,·
WT yeast gro inh mutant strain,-26,·,-3,·,·,·

13	CCOC(=O)N1CCN(c2cc(N3CCOCC3)c(F)cc2[N+](=O)[O-])CC1
14	Nc1nc(NC(=O)c2ccccc2Cl)nn1-c1ccccc1
15	CCCn1c(N)c(C(=O)CN2CCN(S(=O)(=O)c3cccs3)CC2)c(=O)[nH]c1=O
16	c1cc2c(cc1-n1cnnn1)OCO2
17	O=C(CCc1nc2ccccc2c(=O)[nH]1)NCCN1C(=O)S/C(=C\c2ccccc2Cl)C1=O
18	CN1CCN(c2ccccc2/C=C2/C(=O)Nc3ccccc32)CC1

Screen / compound no.,13,14,15,16,17,18
RSV CPE inhibition,-0.5%,2.8%,0.0%,-1.1%,61%,-1.3%
PhoP inhibition,3%,6%,-7%,2%,2%,14%
Myeloid diff 2,i,i,i,i,i,i
Myeloid diff 2 GFP+ MAC1+ %,0.4,0.9,0.3,0.2,1.3,1.4
Large T inhibition,3%,17%,12%,0%,0%,1%
MgcRacGAP inhibition,6%,·,-7%,1%,7%,3%
bCat nuc transl,-0.2,0.2,-2.5,-1.6,·,·
bCat nuc transl cell count 5 µM,1505,1285,979,1050,·,·
West Nile virus CPE,-0.8%,0.2%,0.3%,-0.1%,·,-0.4%
T cell modulator,i,i,i,i,i,i
T cell modulator vesicle-bound %,2,39,46,52,16,24
WT yeast gro inh,6,·,-9,-12,·,·
WT yeast gro inh mutant strain,12,·,4,3,·,·

# Copied from above, nos. 12 to 15
12	COC(=O)C1=C(C(=O)OC)[N+]2=C3N(C(=O)NC2(C)C)[C@H](CO)C[C@@]32c3ccccc3N(Cc3ccccc3)[C@@H]12
13	CCOC(=O)N1CCN(c2cc(N3CCOCC3)c(F)cc2[N+](=O)[O-])CC1
14	Nc1nc(NC(=O)c2ccccc2Cl)nn1-c1ccccc1
15	CCCn1c(N)c(C(=O)CN2CCN(S(=O)(=O)c3cccs3)CC2)c(=O)[nH]c1=O

Screen / compound no.,12,13,14,15
RSV CPE inhibition,-1.2%,-0.5%,2.8%,0.0%
PhoP inhibition,13%,3%,6%,-7%
Myeloid diff 2,i,i,i,i
Myeloid diff 2 GFP+ MAC1+ %,3.4,0.4,0.9,0.3
Large T inhibition,16%,3%,17%,12%
MgcRacGAP inhibition,-20%,6%,·,-7%
bCat nuc transl,·,-0.2,0.2,-2.5
bCat nuc transl cell count 5 µM,·,1505,1285,979
West Nile virus CPE,0.4%,-0.8%,0.2%,0.3%
T cell modulator,i,i,i,i
T cell modulator vesicle-bound %,6,2,39,46
WT yeast gro inh,·,6,·,-9
WT yeast gro inh mutant strain,·,12,·,4

# Following part.
19	CSc1ccccc1NC(=O)c1cc(C2CC2)on1
20	CC(C(=O)N1CCN(c2ccccc2)CC1)N1C(=O)C2CC=CCC2C1=O (centres undefined)
21	COC(=O)c1cccc(C(=O)N2CCC(CO)(CCc3ccccc3)CC2)c1
22	CCCc1ccc(Oc2c(-c3ccc(O)c(C)c3O)n[nH]c2C)cc1
23	COc1cc(C(=O)NCCOc2ccccc2)cc(OC)c1OC
24	CC12CCC(C(=O)Nc3nc4ccccc4s3)(OC1=O)C2(C)C (centres undefined)

Screen / compound no.,19,20,21,22,23,24
RSV CPE inhibition,1.6%,1.4%,4.4%,-3.3%,2.4%,5.6%
PhoP inhibition,12%,-5%,5%,5%,-7%,5%
Myeloid diff 2,i,i,i,i,i,i
Myeloid diff 2 GFP+ MAC1+ %,3.2,0.6,0.8,0.3,0.5,0.6
Large T inhibition,14%,3%,2%,·,3%,9%
MgcRacGAP inhibition,-6%,7%,9%,7%,4%,14%
bCat nuc transl,-1.8,-1.2,·,-5.7,·,0.1
bCat nuc transl cell count 5 µM,1088,974,·,953,·,1496
West Nile virus CPE,0.1%,0.1%,-1.1%,1.5%,-0.1%,-1.1%
T cell modulator,i,i,i,i,i,i
T cell modulator vesicle-bound %,48,23,64,50,32,43
WT yeast gro inh,6,9,·,90*,·,38
WT yeast gro inh mutant strain,-1,11,·,88*,·,-6

25	Cc1csc(SCC(=O)NCc2cccc(Cl)c2)n1
26	CSCCC(NS(=O)(=O)c1ccc(Cl)cc1)C(=O)OCc1c(Cl)cccc1Cl (centres undefined)
27	O=c1c2ccccc2cnn1-c1ccc(Cl)nn1
28	COC(=O)C1=C(C)NC(=O)NC1c1ccc2c(c1)OCO2 (centres undefined)
29	C=CCn1c(=NC(=O)C2COc3ccccc3O2)sc2cccc(OC)c21 (centres undefined)
30	O=C(CCCn1c(SCC(=O)NCC2CCCO2)nc2ccccc2c1=O)NCC1CCCO1 (centres undefined)

Screen / compound no.,25,26,27,28,29,30
RSV CPE inhibition,0.7%,14%,-2.0%,1.0%,61%,1.7%
PhoP inhibition,-5%,-5%,7%,5%,-1%,0%
Myeloid diff 2,i,i,i,i,i,i
Myeloid diff 2 GFP+ MAC1+ %,0.9,0.2,0.4,0.4,0.6,1.4
Large T inhibition,0%,9%,0%,6%,6%,1%
MgcRacGAP inhibition,-11%,-6%,4%,4%,0%,3%
bCat nuc transl,-0.4,1.6,3.9,·,-2.8,-4.4
bCat nuc transl cell count 5 µM,1120,993,1072,·,1199,1019
West Nile virus CPE,-0.1%,-0.5%,0.1%,-1.1%,-0.9%,0.2%
T cell modulator,i,i,i,i,i,i
T cell modulator vesicle-bound %,49,12,61,60,15,47
WT yeast gro inh,-2,53,8,·,·,3
WT yeast gro inh mutant strain,-8,14,-10,·,·,16

31	Cc1ccccc1NC(=O)C1CCCN(C(=O)Nc2ccc(F)cc2)C1 (centres undefined)
32	CN(C)CCNC(=O)c1ccc(COCC(F)(F)F)cc1
33	O=C(CN1C(=O)S/C(=C\c2ccccc2)C1=O)NNC(=O)c1ccccc1O
34	C=CCn1c(CSc2nc3ccccc3s2)nnc1SCC(=O)OCC
35	O=C(NCc1ccc(S(=O)(=O)NC2CCCCC2)s1)c1ccccc1
36	COc1cc(/C=C2\N=C(C)OC2=O)cc(OC)c1OC

Screen / compound no.,31,32,33,34,35,36
RSV CPE inhibition,3.6%,1.5%,0.8%,3.6%,·,0.7%
PhoP inhibition,-4%,33%,-3%,3%,3%,-4%
Myeloid diff 2,·,i,i,i,i,i
Myeloid diff 2 GFP+ MAC1+ %,·,1.7,0.3,2.5,0.3,0.4
Large T inhibition,4%,2%,2%,12%,4%,4%
MgcRacGAP inhibition,4%,2%,6%,9%,6%,14%
bCat nuc transl,·,·,-1.2,-0.4,4.3,·
bCat nuc transl cell count 5 µM,·,·,1024,1038,913,·
West Nile virus CPE,-0.9%,0.0%,0.1%,0.2%,-0.3%,-1.0%
T cell modulator,i,i,i,i,i,i
T cell modulator vesicle-bound %,6,14,61,8,35,37
WT yeast gro inh,·,-5,1,3,·,·
WT yeast gro inh mutant strain,·,-2,-15,-11,·,·

# A second format for some results above:
# Every second line gives: RSV CPE inhibition | PhoP inhibition | Myeloid diff 2 | Myeloid diff 2 GFP+ MAC1+ % | Large T inhibition | MgcRacGAP inhibition | bCat nuc transl | bCat nuc transl cell count 5 µM | West Nile virus CPE | T cell modulator | T cell modulator vesicle-bound % | WT yeast gro inh | WT yeast gro inh mutant strain
32	CN(C)CCNC(=O)c1ccc(COCC(F)(F)F)cc1
→ 1.5% | 33% | i | 1.7 | 2% | 2% | · | · | 0.0% | i | 14 | -5 | -2
33	O=C(CN1C(=O)S/C(=C\c2ccccc2)C1=O)NNC(=O)c1ccccc1O
→ 0.8% | -3% | i | 0.3 | 2% | 6% | -1.2 | 1024 | 0.1% | i | 61 | 1 | -15

# Bioassay records from PubChem BioAssay.
